GPR55 LPI antagonism: inhibition of LPI-stimulated GPR55 beta-arrestin translocation – imaging, U2OS, beta-arrestin-GFP, LPI agonist, primary screen (AID 2013); 290,000 compounds, 0.13% hits; inhibition, % at 10 µM, or IC50 in µM where a hit was titrated; U2OS GPR55 beta-arrestin-GFP translocation imaging, LPI antagonism; higher % means a stronger effect;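 active = spots per cell inhibited over 60%, with over 100 cells counted and total cytoplasm intensity under 500,000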;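 note: U2OS cells stably carrying GPR55 and arrestin-GFP stimulated by 5 µM LPI near EC80; imaged beta-arrestin-GFP aggregate spots per cell after agonist stimulation; plate controls were LPI-stimulated DMSO wells for no effect and DMSO wells without LPI for full effect; some results filed as inactive read as strong as hits; confirmed hits need IC50 under 10 µM and bright autofluorescent wells are also inconclusive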
NOD1 NF-kB reporter: inhibition of NOD1-driven NF-kB reporter – cell-based, luminescence, uHTS, primary screen (AID 1578). NOD1-driven NF-kB luciferase reporter cells, luminescence; higher % means a stronger effect. one-dose inhibition, % at 4 µM; EC50 in µM for titrated hits. 290,000 compounds, 1% hits; in the data active = inhibition mostly above about 36%, no sharp cut-off; inactive = mostly below about 34%;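 note: HEK-293T reporter cells stimulated with the NOD1 agonist gamma-tri-DAP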
KOR beta-arrestin-1: KOR agonists, beta-arrestin recruitment, primary screen, cell-based, luminescence, uHTS (AID 1777); one-dose activation, % at 10 µM; EC50 in µM for titrated hits; KOR beta-arrestin recruitment, luminescence; higher % means a stronger effect; 280,000 compounds, 0.02% hits; in the data active = activation above about 50%, passing the limit was not always enough; note: a part of the inactive calls stands beside numbers as strong as those of hits
GPR55 beta-arrestin: selective activators of receptor GPR55 – imaging, U2OS cells, beta-arrestin-GFP redistribution, primary screen (AID 1961); U2OS GPR55 beta-arrestin-GFP redistribution imaging; higher % means a stronger effect; one-dose activation, % at 10 µM; EC50 in µM for titrated hits; 290,000 compounds, 0.048% hits;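 active = activation above 40% with more than 50 cells counted in the well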;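 note: U2OS osteosarcoma cells stably expressing GPR55 and beta-arrestin-GFP; plate controls were DMSO negative control for no effect and LPI positive control for full effect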
NTR1 agonist: NTR1-driven beta-arrestin-GFP spot formation – imaging, U2OS cells, high content, primary screen (AID 493036); activation, % at 20 µM; P30989; 330,000 compounds, 0.17% hits; agonist mode;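 active = activation at or above 40% of the spot to cytoplasm intensity ratio, with at least 20 cells analyzed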;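 note: 0% = DMSO without peptide and 100% = 100 nM NTR1 peptide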
Target sequence (P30989 whole entry, looked up): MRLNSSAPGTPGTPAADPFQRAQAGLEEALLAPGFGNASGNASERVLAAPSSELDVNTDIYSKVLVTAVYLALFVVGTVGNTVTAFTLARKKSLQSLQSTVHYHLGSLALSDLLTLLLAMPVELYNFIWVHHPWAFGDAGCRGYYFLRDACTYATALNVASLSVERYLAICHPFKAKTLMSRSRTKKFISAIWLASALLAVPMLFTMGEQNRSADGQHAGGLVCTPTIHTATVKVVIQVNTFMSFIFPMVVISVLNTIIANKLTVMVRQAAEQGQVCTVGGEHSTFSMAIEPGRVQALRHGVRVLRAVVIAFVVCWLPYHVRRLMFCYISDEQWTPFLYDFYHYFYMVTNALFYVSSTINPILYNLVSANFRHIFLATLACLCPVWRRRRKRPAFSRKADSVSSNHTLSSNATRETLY
Myeloid diff 2: compounds promoting myeloid differentiation; ER-HoxA9 myeloid progenitors, lysozyme-GFP differentiation, flow cytometry; calls only at 10 µM; 360,000 compounds, 1% hits;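 active = normalized GFP-positive differentiation at or above the plate's own cutoff, the solvent-only control mean plus 3 SD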;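 note: cells exposed to compound for four days before flow analysis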
T cell modulator: T cell immune modulation candidate | 2C CD8+ T cell-vesicle binding, flow cytometry; hits give low values | 330,000 compounds, 0.068% hits | calls only at 7 µM | AID 2052;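 active = response, share of CD8 T cells binding vesicles, and their 90th percentile fluorescence all below set limits, cut at about 80% in these data, passing the limit was not always enough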
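Test system: purified 2C TCR transgenic mouse naive CD8+ T cells. Probe or stimulus: QL9-peptide-loaded Drosophila micro-vesicles bearing Ld, ICAM-1 and B7-1. Incubation: binding step 1.5 h, 37 °C, antibody labelling 20 min, ice. Measured by: flow cytometry of vesicle-bound cells.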
NOD2 inhibition: NOD2 signaling inhibitors, cell-based, luminescence, uHTS, HEK293 (AID 1566). HEK293 NOD2/NF-kB luciferase reporter, luminescence; higher % means a stronger effect. inhibition, % at 4 µM; hits with a dose series show EC50 in µM. 290,000 compounds, 0.63% hits; note: many of its hits are not listed in these tables
KOR beta-arrestin-2: kappa opioid receptor blockers – cell-based, luminescence, uHTS (AID 1778); 290,000 compounds, 0.091% hits; KOR beta-arrestin recruitment, luminescence, antagonist mode; higher % means a stronger effect; inhibition, % at 10 µM; hits with a dose series show IC50 in µM; note: strong numbers were not always called active
T cell modulator vesicle-bound %: recorded beside T cell modulator, whose call it bears; double positive events, %; measured here: CD8+ vesicle-bound cell fraction;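 binding gate set so that unloaded-vesicle control wells show 10% double positive cells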
NTR1 agonist cell count 20 µM: recorded beside NTR1 agonist, whose call it bears; cell count; measured here: cell count, cytotoxicity flag
Myeloid diff 2 GFP+ MAC1+ %: also measured in Myeloid diff 2; calls as there; GFP+ MAC1+ double positive, %; measured here: differentiation confirmed by MAC1 staining
Numbers without * were called inactive; i = inactive; . = not tested or not shown; + = active, no number; [ ] = remark or other dose. Cut-off read from the data, not from the text of the source, unless noted: active = inhibition above about 50%; inactive = the rest. The list is partial (hit frequency here may not be typical).

SMILES	GPR55 LPI antagonism	NOD1 NF-kB reporter	KOR beta-arrestin-1	GPR55 beta-arrestin	NTR1 agonist	NTR1 agonist cell count 20 µM	Myeloid diff 2	Myeloid diff 2 GFP+ MAC1+ %	T cell modulator	T cell modulator vesicle-bound %	NOD2 inhibition	KOR beta-arrestin-2
CC(Nc1ccccc1CO)C(=O)Nc1cccc(Cl)c1Cl (configuration not stated)	-3%	3%	5.5%	-0.2%	0.6	68	i	0.6	i	25	7%	-22%
COc1ccccc1OCCCCN1CCCCC1	13%	18%	-5.6%	0.2%	0.7	59	i	0.9	i	26	-5%	19%[20 µM]
COc1cccc(C(=O)OC2CCCN(C)C2)c1 (configuration not stated)	8%	-8%	2.3%	0.2%	-1.0	54	i	1.7	i	56	9%	-35%
COc1cccc(NC(=S)N2CCc3cc(OC)c(OC)cc3C2)c1	16%	-1%	1.1%	-0.1%	1.1	35	i	0.2	i	11	16%	8%
CN1CCN(C(=O)c2ccc(N(C)S(=O)(=O)c3cccs3)cc2)CC1	10%	-27%	5.0%	-0.7%	0.0	50	i	0.0	i	70	0%	-3%
CCCCn1c(N)c(-c2nc3ccccc3s2)c2c([N+](=O)[O-])nn(CC)c(=O)c21	10%	-59%	0.7%	0.0%	19	65	i	7.9	i	13	9%	3%
CCNC(=S)Nc1ccc(C)c(Cl)c1	1%	-16%	1.2%	0.0%	-0.6	86	i	0.1	i	48	22%	9%
COc1cc(C(=O)NCc2nnc(SCC(=O)Nc3ccc4c(c3)OCO4)o2)cc(OC)c1OC	0%	-15%	-4.1%	0.0%	1.0	90	i	1.0	i	54	10%	-5%
CCOC(=O)c1ccc(NS(=O)(=O)c2cc(-c3nnnn3C(C)C)ccc2OC)cc1	12%	14%	-2.9%	0.1%	0.2	53	i	0.2	i	26	16%	-32%
O=c1c2cc(NC(=S)NC3CC3)ccc2nc2n1CCCCC2	-1%	-21%	0.0%	-0.6%	0.2	64	i	0.2	i	3	16%	7%
Cc1ccc([N+](=O)[O-])cc1NC(=O)CSc1n[nH]c(-c2cccnc2)n1	19%	-20%	-4.9%	-0.1%	-0.5	41	i	0.3	i	44	4%	-11%
COCCCNC(=O)CN(c1ccc(F)cc1)S(=O)(=O)c1ccc2c(c1)OCCO2	2%	-19%	1.0%	-0.2%	-0.3	44	i	0.5	i	8	3%	2%
CC(C)C(NC(=O)c1ccccc1Br)c1ccccc1 (configuration not stated)	3%	-21%	-4.3%	0.2%	-1.5	60	i	0.1	i	19	-19%	-19%[20 µM]
CC(NC(=O)c1ccccc1F)c1nnc(SCC(=O)Nc2nccs2)n1C (configuration not stated)	14%	13%	2.4%	-0.2%	0.5	60	i	1.6	i	15	12%	-13%
CC(C)OCCCNC(=O)C1CC(=O)N(CCc2ccccc2)C1 (configuration not stated)	-3%	-7%	3.4%	-0.3%	0.5	95	i	0.9	i	32	-13%	-27%
Cc1nnc(SCc2cc(=O)[nH]c(N3CCN(Cc4ccccc4)CC3)n2)s1	6%	20%	-0.7%	-0.2%	-0.7	55	i	1.2	i	38	-5%	-50%
O=S(=O)(c1ccc(-c2nnc(SCc3nnc(-c4ccccc4)o3)o2)cc1)N1CCCC1	13%	-88%	3.9%	0.0%	6.4	84	i	1.3	i	39	-11%	-11%
Cc1ccc(N(CCC(=O)O)S(=O)(=O)c2ccc(C)cc2)cc1	-2%	-29%	-1.8%	0.4%	1.2	50	i	1.0	i	52	9%	-7%
COc1ccc(C2C(=O)N(CCc3ccccc3)CC(=O)N2C2CCCC2)cc1 (configuration not stated)	4%	3%	-1.3%	-0.1%	0.4	70	i	0.7	i	14	-4%	13%
NC(=S)N/N=C/c1ncc(C(F)(F)F)cc1Cl	5%	0%	-7.3%	0.3%	1.9	48	i	0.8	i	34	-138%	.
O=C(CCCN1C(=O)/C(=C/c2ccccc2Cl)SC1=S)Nc1cccnc1	13%	39%	-4.5%	-0.1%	3.8	63	.	.	i	13	-7%	33%
CCSc1nc2c(c(=O)n1-c1ccc(F)cc1)SCC2	-3%	-19%	-3.3%	0.2%	-0.5	44	i	10	i	25	7%	3%
CCn1nc(NC(=O)CC(C)C)c2cc3cccc(C)c3nc21	5%	-5%	-1.3%	-0.1%	5.2	88	i	0.5	i	43	32%	-22%
N#CCCn1cc(/C=N/NC(=O)c2ccncc2)c(-c2ccccc2)n1	3%	-9%	-4.1%	-0.2%	-0.2	85	i	7.4	i	36	5%	15%
COc1cc(/C=C(\C#N)c2[nH]nc(N)c2C#N)cc(OC)c1O	2%	28%	-9.1%	-0.1%	1.0	71	i	1.8	i	61	-270%	1%
COc1ccc(CN2CCCC(C(=O)c3cccc(C(F)(F)F)c3)C2)cc1O (configuration not stated)	-9%	-38%	-2.7%	-0.1%	0.2	46	i	0.4	i	22	-4%	-19%
COc1cccc2cc(S(=O)(=O)c3ccccc3)c(=Nc3ccc4c(c3)OCCO4)oc12	1%	-15%	1.0%	0.2%	1.5	67	i	0.6	i	39	15%	-21%
COc1ccc(-n2c(Cc3cc(=O)[nH]c(=O)[nH]3)nnc2SCC(=O)NC2CCCC2)cc1	7%	5%	-6.9%	-0.1%	5.1	55	i	2.3	i	12	4%	17%
O=C(CSc1n[nH]c(-c2ccco2)n1)N1c2ccccc2Sc2ccccc21	8%	20%	2.9%	-1.0%	0.6	72	i	0.9	i	32	-17%	37%
CCN(CC)S(=O)(=O)c1cccc(C(=O)N/N=C(\C)c2cccs2)c1	4%	-53%	1.3%	0.0%	0.5	52	i	0.6	i	46	-71%	-35%
COc1ccc(/C(C)=N\NC(=O)CNC(=O)C(c2ccccc2)c2ccccc2)cc1OC	20%	-13%	-3.5%	-0.2%	1.6	56	i	1.9	i	1	18%	-16%
O=C(Nc1ccc2oc(Cc3ccc(Cl)cc3)nc2c1)c1cccnc1	2%	23%	1.2%	-0.2%	1.6	66	i	0.6	i	5	22%	-8%
CCOc1ncccc1C(=O)Nc1ccc(S(=O)(=O)N2CCCC2)cc1	10%	-17%	-4.7%	-0.1%	-0.2	35	i	0.5	i	10	8%	-6%
COc1ccc(CNC(=O)C2CC(=O)N(c3ccc(OCC(=O)N4C(C)CCCC4C)cc3)C2)cc1 (configuration not stated)	14%	.	3.5%	0.3%	-1.3	56	i	2.5	i	48	9%	3%
O=C1/C(=C/c2ccc([N+](=O)[O-])cc2)CCc2ccccc21	7%	-4%	-0.6%	0.0%	6.8	88	.	.	i	60	-86%	35%
CCOC(=O)N1CCN(C(=O)CS(=O)(=O)Cc2nc(-c3ccccc3F)oc2C)CC1	-4%	16%	1.7%	-0.2%	-0.9	42	i	5.7	i	4	19%	-24%
CC(NC(=O)c1cc(-c2ccc(Br)cc2)on1)c1ccccc1 (configuration not stated)	-1%	-109%	-2.3%	-0.1%	1.5	66	i	6.8	i	37	-17%	4%
COC1=CC(=Cc2c(N)n3nc(CC(=O)N4CCCCC4)sc3nc2=O)C=C(OC)C1=O	1%	-15%	-3.0%	-0.1%	0.4	69	+	4.7*	i	29	6%	-21%
O=C(CN(C(=O)c1csnn1)c1ccc(F)cc1)NCc1ccc2c(c1)OCO2	8%	-8%	-2.9%	-0.2%	1.0	54	i	0.6	i	23	2%	0%
Cc1ccc(S(=O)(=O)CCC(=O)OCC(=O)NC(N)=O)cc1	7%	0%	0.7%	-0.1%	1.0	42	i	0.7	i	18	15%	12%

Filtered by structure, the entries above with a nitro group on carbon.
SMILES	GPR55 LPI antagonism	NOD1 NF-kB reporter	KOR beta-arrestin-1	GPR55 beta-arrestin	NTR1 agonist	NTR1 agonist cell count 20 µM	Myeloid diff 2	Myeloid diff 2 GFP+ MAC1+ %	T cell modulator	T cell modulator vesicle-bound %	NOD2 inhibition	KOR beta-arrestin-2
CCCCn1c(N)c(-c2nc3ccccc3s2)c2c([N+](=O)[O-])nn(CC)c(=O)c21	10%	-59%	0.7%	0.0%	19	65	i	7.9	i	13	9%	3%
Cc1ccc([N+](=O)[O-])cc1NC(=O)CSc1n[nH]c(-c2cccnc2)n1	19%	-20%	-4.9%	-0.1%	-0.5	41	i	0.3	i	44	4%	-11%
O=C1/C(=C/c2ccc([N+](=O)[O-])cc2)CCc2ccccc21	7%	-4%	-0.6%	0.0%	6.8	88	.	.	i	60	-86%	35%

Other records
SMILES	GPR55 LPI antagonism	NOD1 NF-kB reporter	KOR beta-arrestin-1	GPR55 beta-arrestin	NTR1 agonist	NTR1 agonist cell count 20 µM	Myeloid diff 2	Myeloid diff 2 GFP+ MAC1+ %	T cell modulator	T cell modulator vesicle-bound %	NOD2 inhibition	KOR beta-arrestin-2
CCCOc1ccc(CNC(=O)CCC(=O)n2ncc3cc(C)ccc32)cc1	10%	-12%	-7.0%	2.3%	-1.7	71	i	2.7	i	22	14%	-21%[20 µM]
CC(C(=O)Nc1nc2ccccc2[nH]1)N1C(=O)C2CC=CCC2C1=O (configuration not stated)	6%	-13%	-5.2%	-0.1%	0.9	68	i	1.0	i	30	2%	-18%
O=C(N/N=C/c1cccnc1)c1ccc2ccccc2c1O	-3%	-48%	4.1%	-0.1%	-0.1	73	i	0.7	i	20	-15%	-7%
CCn1c(SCC(=O)Nc2cc(C)on2)nc2sc(C)c(C)c2c1=O	-1%	-2%	-3.7%	-0.1%	.	.	.	.	.	.	19%	42%
CCC(C)NS(=O)(=O)c1ccc(NC(=O)C(Sc2ccccc2)c2ccccc2)cc1 (configuration not stated)	0.59µM*	-24%	-0.5%	0.5%	12	37	i	1.3	i	13	16%	0%
Cn1c(COc2cccc3ccccc23)nnc1SCC(=O)OC1CCCCC1	12%	-7%	2.2%	-1.9%	12	65	i	0.2	i	44	5%	16%
O=C(CN1CCOCC1)NCc1ccccc1	9%	-27%	4.5%	-0.2%	1.0	49	i	5.9	i	19	-4%	-15%
Cc1cc(=O)oc2cc(NC(=O)c3ccccc3C(=O)O)ccc12	-2%	-7%	4.6%	-0.1%	2.9	96	i	0.2	i	23	-2%	-9%
CCCCN(CC(=O)NCc1ccc(F)cc1)C(=O)c1ccco1	12%	10%	-7.1%	-0.1%	-1.1	37	i	0.4	i	41	-24%	-5%[20 µM]
O=C(COC(=O)c1ccccc1)NCc1ccco1	0%	-14%	-0.6%	0.1%	-1.2	33	i	1.9	i	22	2%	9%
O=[N+]([O-])c1ccc(S(=O)(=O)Nc2ccc(S(=O)(=O)N3CCCC3)cc2)cc1	-5%	-18%	-0.1%	-0.1%	1.2	34	i	1.1	i	29	28%	27%
CN1CCN(S(=O)(=O)c2cccc(C(=O)N(c3ccccn3)C3CCCCC3)c2)CC1	0%	0%	-1.7%	-0.1%	-1.6	44	i	0.4	i	30	16%	14%
